# tim23-1 inh – growth inhibitors of tim23-1 mutant yeast | AID 463212 | inhibition, % at 20 µM | S. cerevisiae tim23-1 growth, BacTiter-Glo luminescence, 24 h | actives 1.3% (n = 330,000);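 active = growth inhibition of the mutant yeast at or above 50%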;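 note: temperature-sensitive mutant grown at 25 °C; plate controls were DMSO-treated mutant yeast for no effect and medium wells lacking yeast for full effect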
# TIM10 inh – inhibits growth of TIM10 yeast strain. actives 1.4% (n = 330,000). AID 463195. S. cerevisiae TIM10 strain growth, BacTiter-Glo luminescence, 24 h. inhibition, % at 10 µM;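 active = inhibition of 40% or more at the single tested concentration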;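 note: wild-type TIM10 isogenic control strain grown at permissive 25 °C; 0% = DMSO yeast wells and 100% = minimal medium wells without yeast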
# CHOP UPR activ – apoptotic UPR (CHOP) activation | CHO-CHOP luciferase reporter, luminescence; percent of tunicamycin response over DMSO baseline | activation, % at 10 µM | actives 0.34% (n = 330,000) | AID 449763;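 active = at 10 µM dose, activation of 40% or more, normalized to positive control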;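 note: 100% = tunicamycin at 10 µg/mL and 0% = DMSO alone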
#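 Assay system: CHO-CHOP cells, stable luciferase reporter of PERK-eIF2a-CHOP signalling / Buffer or medium: F12 plus 10% serum / Compound dosing: one dose, 10 µM in 0.5% DMSO / Times: 6 h compound treatment, 37 °C / Technique: luciferase luminescence / Read-out: % reporter activation, DMSO baseline versus tunicamycin full activation / Benchmarks: tunicamycin and DMSO controls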
# XBP1 UPR activ – adaptive UPR (XBP1) activation; actives 0.33% (n = 330,000); CHO-XBP1 luciferase reporter, IRE1-XBP1 UPR activation, luminescence; percent of tunicamycin response, DMSO as zero; AID 463104; activation, % at 20 µM;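 active = versus positive control, 20 µM dose yields 30% or more activation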;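 note: 100% = tunicamycin at 10 µg/mL and 0% = DMSO only wells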
#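 assay system = CHO-XBP1 luciferase reporter cells | amount = 1000 cells/well | buffer or medium = F12 plus 10% FBS | compound dosing = single point, 20 µM final compound, 1% DMSO | incubation = 16-18 h cell attachment at 37 °C, then 6 h compound exposure | detection = Steady-Glo luminescence read | controls = tunicamycin 10 µg/mL and vehicle-only wells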
# Mdm2-MdmX inh – disrupts the human Mdm2-MdmX interaction. O15151+Q00987. SaOS-2 split-luciferase Mdm2/MdmX complementation, luminescence. inhibition, % at 8 µM. actives 3% (n = 330,000);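 active = inhibition of at least 50% at 8 µM in the primary screen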
# Target sequence (O15151 whole entry, looked up): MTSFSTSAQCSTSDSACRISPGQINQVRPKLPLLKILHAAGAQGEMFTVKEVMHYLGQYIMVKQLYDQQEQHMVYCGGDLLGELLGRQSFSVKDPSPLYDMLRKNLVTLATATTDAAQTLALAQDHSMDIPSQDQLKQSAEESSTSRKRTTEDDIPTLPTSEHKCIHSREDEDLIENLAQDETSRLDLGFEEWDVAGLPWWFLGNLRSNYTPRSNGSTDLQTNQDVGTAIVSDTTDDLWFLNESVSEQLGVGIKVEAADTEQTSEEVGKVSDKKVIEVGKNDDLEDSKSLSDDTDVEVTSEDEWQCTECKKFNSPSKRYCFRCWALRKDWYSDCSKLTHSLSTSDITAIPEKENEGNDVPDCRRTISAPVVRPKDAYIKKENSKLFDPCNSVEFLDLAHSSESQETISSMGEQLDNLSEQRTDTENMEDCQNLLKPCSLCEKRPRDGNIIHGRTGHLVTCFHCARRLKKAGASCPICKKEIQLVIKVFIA
# Target sequence (Q00987 whole entry, looked up): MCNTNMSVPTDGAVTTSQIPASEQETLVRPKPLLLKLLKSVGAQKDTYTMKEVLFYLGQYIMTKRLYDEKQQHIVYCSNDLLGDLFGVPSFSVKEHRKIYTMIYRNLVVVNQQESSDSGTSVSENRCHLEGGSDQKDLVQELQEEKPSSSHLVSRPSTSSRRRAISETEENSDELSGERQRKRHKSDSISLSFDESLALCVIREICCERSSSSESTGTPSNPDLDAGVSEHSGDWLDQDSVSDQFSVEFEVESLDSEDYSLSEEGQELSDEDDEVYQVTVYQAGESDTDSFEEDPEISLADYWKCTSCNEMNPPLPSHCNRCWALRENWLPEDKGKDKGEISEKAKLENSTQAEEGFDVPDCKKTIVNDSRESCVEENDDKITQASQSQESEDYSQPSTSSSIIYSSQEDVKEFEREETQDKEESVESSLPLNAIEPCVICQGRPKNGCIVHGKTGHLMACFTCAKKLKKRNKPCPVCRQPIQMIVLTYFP
# APJ ag – agonists of human APJ apelin receptor; activation, % at 20 µM; actives 0.11% (n = 330,000); P35414; CHO-K1 APJ PathHunter beta-arrestin, luminescence; 0% DMSO wells, 100% apelin; AID 2520;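 active = activation more than six SD over the plate average, tested at 20 µM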;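 note: 0% = DMSO alone and 100% = apelin-13 at 10 nM; some results filed as inactive read as strong as hits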
#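 Assay system: CHO-K1 cells stably expressing ProLink-tagged human APJ and arrestin–beta-gal acceptor. Compound dosing: 20 µM single point, 1% DMSO. Times: 16-18 h seeding, 90 min dark compound exposure, 60 min detection. Detection: beta-gal luminescence. Evaluation: APJ–arrestin association signal. Controls: negative DMSO alone, positive Apelin-13 at 10 nM.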
# NALP3 yeast inh – NALP3 inhibition in yeast; Yeast reconstituted NLRP3/ASC/caspase-1, beta-gal luminescence, 24 h; inhibition, % at 10 µM; actives 0.39% (n = 330,000); AID 2825;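 active = inhibition of 50% or more; inactive = inhibition below 50%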;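 note: plate controls were induced DMSO wells for no effect and uninduced yeast grown without galactose for full effect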
# tim10-1 inh – growth inhibitors of tim10-1 mutant yeast; S. cerevisiae tim10-1 ts strain growth, BacTiter-Glo, 24 h; inhibition, % at 20 µM; actives 2.2% (n = 330,000); AID 463190;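 active = inhibition of at least 40%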;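 note: mutant grown at 25 °C; 0% = DMSO wells with yeast and 100% = wells holding no yeast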
# NR3A LBD binder – NR3A (human) ligand-binding domain modulation; actives 2.5% (n = 340,000); NR3A LBD differential scanning fluorimetry, Tm shift; 0% = protein alone, 100% = glycine-bound protein; Tm shift relative to glycine control, % at 25 µM;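 active = melting temperature shift of at least 10% of the positive control shift, at one fixed dose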
# An asterisk follows results filed as active.
# Fields: tim23-1 inh	TIM10 inh	CHOP UPR activ	XBP1 UPR activ	Mdm2-MdmX inh	APJ ag	NALP3 yeast inh	tim10-1 inh	NR3A LBD binder
CNC[C@H]1Oc2c(NS(=O)(=O)c3ccccc3)cccc2C(=O)N([C@H](C)CO)C[C@@H]1C
→ 1	-5	2.9	0	-15	-4	2	0	-1
CCO[C@H]1c2c(ccc3ccc(=O)oc23)OC(C)(C)[C@@H]1O
→ -9	-3	0.9	2	-8	-2	15	-10	0
CCOC(=O)C1CCCN(C(=O)C(C)Oc2ccc(Cl)cc2Cl)C1 (stereo unspecified)
→ 23	16	-0.3	0	8	-3	11	19	3
Cc1cccc(N2CCN(C3=NC(=O)C(=C4CCCCC4)S3)CC2)c1
→ 20	7	1.5	1	-27	-3	28	6	0
CC(C)CNC(=O)c1cccc(C(=O)NCC(C)C)c1
→ 16	-8	-1.0	-2	6	-4	2	4	0
CCOC(=O)c1cn(CC)c2cc(N3CCN(C)CC3)c(F)cc2c1=O
→ 6	-20	3.9	8	1	-2	21	3	7
COc1cc(OC)c(C2Nc3cccc4cccc(c34)N2)c(OC)c1
→ 13	-24	-1.3	13	27	-1	27	22	-1
COCCNc1nc2sc3c(c2c(=O)n1Cc1ccco1)CCCCC3
→ 18	25	4.6	3	-115	2	19	24	-5
O=C(NCc1ccccc1CN1CCCC1)c1cccc(S(=O)(=O)N2CCOCC2)c1
→ -15	-2	-2.0	0	-2	-2	2	-9	1
O=C(OCC(=O)N1CCc2ccccc21)[C@@H]1CCCN1S(=O)(=O)c1ccccc1F
→ 14	-21	2.0	-3	2	-1	-6	-15	0
CC(C)N(C(=O)CN(C#N)c1nc(N(C)C)nc(N(C)C)n1)c1ccccc1
→ -1	-8	-1.1	-3	23	-4	-11	8	-1
Cc1ccccc1NC(=S)N(CCCN1CCOCC1)Cc1ccccn1
→ 7	3	0.9	1	-5	-2	15	12	4
CC[N+]1=C(C)C(C)(C)c2cc(C)ccc21
→ 12	0	0.3	2	81*	-3	11	-2	0
Cc1cc(C)cc(NC(=S)N2CCN(c3ncccn3)CC2)c1
→ -10	19	-0.6	-1	12	-3	15	24	0
O=C(CSc1nnc(CNc2ccc(F)cc2)n1Cc1ccccc1)N1CCOCC1
→ 3	3	2.8	1	-4	-2	0	5	-4
CC(C)(C)OC(=O)N1CCC(CC2CC(c3cccc(Br)c3)=NO2)(C(=O)NCC2CCCCC2)CC1 (stereo unspecified)
→ -5	-11	-0.4	-2	20	7	14	12	1
COc1cccc(C(=O)NC2=NCCS2)c1OC
→ -7	-14	1.4	3	-3	-3	3	2	0
CC(=O)Nc1cccc(NC(=O)C2CCCN2C(=O)Nc2ccc(C)cc2)c1 (stereo unspecified)
→ 11	2	-1.2	3	15	-2	11	13	2
CC1=NN(c2ccccc2)C(=O)C1C(=O)c1ccccc1 (stereo unspecified)
→ 15	-20	1.0	0	-9	5	22	-10	0
O=C(C[n+]1ccccc1)N/N=C/c1ccc(O)cc1
→ 5	8	-0.8	-1	-18	-1	12	-4	-2
CCC(C)(C(=O)NC1CCCCC1)N(Cc1ccco1)C(=O)Cc1cccs1 (stereo unspecified)
→ 30	31	0.0	-1	-3	-6	-1	21	0
Cn1cnnc1SCC(=O)NC1CCCN(Cc2ccc(Cl)cc2)C1 (stereo unspecified)
→ -9	3	0.7	-3	13	10	4	0	1
Cc1ccn2cc(C(=O)Nc3nnc(C)s3)nc2c1
→ 25	20	4.2	5	10	0	12	20	0
C=CCSc1nc(=O)n2cccc(C)c2n1
→ -15	5	-1.6	2	-14	-5	-12	9	-2
Cc1[nH]c2ccccc2c1C(=O)C(=O)NCCC1=CCCCC1
→ 6	-29	-0.2	-3	3	-2	12	2	-26
O=C(NCCCn1ccnc1)C(=O)NCc1ccc(Cl)cc1
→ -2	-2	0.3	-2	-6	-5	0	-5	2
CCOC(=O)/C(C#N)=C1/C=CN(C)C=N1
→ 4	7	-1.4	2	6	-1	-4	6	0
Cc1ccc(NC2=C(NC(=O)c3ccccc3)C(=O)c3ccccc3C2=O)cc1Cl
→ 41	22	2.4	-1	18	7	49	29	20*
CCNC(=O)NC(=O)COC(=O)C1CSC2(C)CCC(=O)N12 (stereo unspecified)
→ 21	16	0.4	2	-26	-5	24	2	-2
O=C(NCc1cccnc1)C(=O)NCC1CCCO1 (stereo unspecified)
→ -2	-8	-2.1	1	-6	-3	15	3	-2

# Part of the list above, in CSV form:
Molecule,tim23-1 inh,TIM10 inh,CHOP UPR activ,XBP1 UPR activ,Mdm2-MdmX inh,APJ ag,NALP3 yeast inh,tim10-1 inh,NR3A LBD binder
CCOC(=O)/C(C#N)=C1/C=CN(C)C=N1,4,7,-1.4,2,6,-1,-4,6,0
Cc1ccc(NC2=C(NC(=O)c3ccccc3)C(=O)c3ccccc3C2=O)cc1Cl,41,22,2.4,-1,18,7,49,29,20*

# (list continues)
# Fields: tim23-1 inh	TIM10 inh	CHOP UPR activ	XBP1 UPR activ	Mdm2-MdmX inh	APJ ag	NALP3 yeast inh	tim10-1 inh	NR3A LBD binder
O=C(CN1C(=O)CCS(=O)(=O)c2ccccc21)Nc1ccc(F)cc1
→ -5	1	0.4	-2	-2	-2	-3	0	7
Cc1ccc(-c2nnn(CC(=O)N(c3ccc(F)cc3)C(C(=O)NC3CCCC3)c3ccncc3)n2)o1 (stereo unspecified)
→ -34	-28	0.4	4	17	-1	-9	-33	-6
Cc1cc(C)n2c(SCc3ccc(C#N)cc3)nnc2n1
→ 9	11	-2.9	0	6	-2	7	-6	3
O=C(CS(=O)CC(=O)Nc1ccccc1-c1ccccc1)Nc1ccc(F)cc1 (stereo unspecified)
→ 25	1	0.9	-1	13	-3	14	16	1
CC12CCC(C(=O)NCCCN3CCOCC3)(C(Br)C1=O)C2(C)C (stereo unspecified)
→ 95*	-7	1.2	-1	-8	-3	7	-8	-2
COCCn1c(N)c(Sc2ccc(Cl)cc2)c(=O)[nH]c1=O
→ 4	-25	-0.2	-3	13	1	18	4	-3
Cc1ccc(C)c(OCC(=O)Nc2ccc(S(=O)(=O)Nc3ccccn3)cc2)c1C
→ 9	1	-1.0	-5	14	-3	-7	-12	-4
CC1(OC(=O)CCc2ccccc2)C(=O)C=C2C=C(c3ccc(C#N)cc3)N(C3CCCC3)C=C2C1=O (stereo unspecified)
→ 2	-4	0.2	-4	-4	5	20	2	-2
Cc1ccc(N2CCN(c3ccc(NCc4nc5ccccc5n4C)cc3)CC2)cc1
→ -5	-8	45*	66*	2	0	16	24	13*
COc1ccc(C2c3[nH]c4ccccc4c3C[C@H]3C(=O)N(c4ccccc4C(=O)N4CCC[C@H]4C(=O)O)C(=O)N23)cc1 (stereo partly specified)
→ 5	0	0.0	2	19	-3	4	-6	-1
COc1ccc(CCNC(=O)c2ccc(SC)cc2OC)cc1
→ 16	14	-0.3	1	-4	-1	24	29	-4
CC(=O)c1ccc(OCc2cc(C(=O)NC3CCCCC3)no2)cc1
→ 8	2	5.3	-6	-34	-5	13	-4	-2
CC1CCCC(C)N1C(=O)CN1C(=O)C(C)(C)Oc2ccc(C(=O)NC3CCCCC3)cc21 (stereo unspecified)
→ 12	10	-2.7	1	-8	0	-6	12	3
CCn1c(SCC(=O)N/N=C(\C)c2ccncc2)nnc1-c1ccc(C)cc1
→ 13	6	1.9	-2	-2	-5	4	13	0
CCC(=O)N(CCCN(C)C)c1nc(-c2cc(OC)ccc2OC)cs1
→ -10	9	-1.4	1	25	-6	-3	16	1
O=C(c1ccccc1[N+](=O)[O-])N1CCC(Cc2ccccc2)CC1
→ 27	3	-1.7	-1	20	2	8	3	-5
O=C(Nc1ccc(S(=O)(=O)Nc2nccs2)cc1)C1CC(=O)N(c2ccc(Cl)cc2)C1 (stereo unspecified)
→ 9	0	1.6	-5	40	1	17	-7	3
O=C(O)C(Cc1c[nH]c2ccccc12)N1C(=O)C2C3c4ccccc4C(c4ccccc43)C2C1=O (stereo unspecified)
→ 9	13	-1.3	-3	7	-3	16	10	1
CC(C)CC(C(=O)OCC(=O)c1c(N)n(C)c(=O)n(C)c1=O)N1C(=O)c2ccccc2C1=O (stereo unspecified)
→ 22	-3	-0.6	1	-17	-6	15	10	-6
CC12CCC(=O)N1C(C(=O)Nc1ccc(Cl)c(Cl)c1)CS2 (stereo unspecified)
→ 23	14	1.1	-2	13	1	15	32	0
O=C(Cc1cccs1)N1CCN=C1SCc1ccccc1Cl
→ 22	6	-0.7	-1	12	0	-10	40*	-1
COc1cccc(NC(=O)c2cc(S(=O)(=O)N3CCc4ccccc43)cn2C)c1
→ 16	-5	-0.1	-3	32	-1	7	3	2
CC(=O)NCCn1c(SCc2ccc(C)cc2)nc2ccccc2c1=O
→ 16	17	-1.5	1	-17	-3	-1	30	2
NC(=O)c1cccnc1OCC(F)(F)F
→ -2	11	0.9	-2	17	1	5	-5	-1
CC1CCC(NC(=O)CN(C)S(=O)(=O)c2ccc3c(c2)CCC(=O)N3)CC1 (stereo unspecified)
→ 9	11	2.4	-3	8	6	-13	18	0

# In the list so far, 2 contain two or more sulfur atoms.
# Fields: tim23-1 inh	TIM10 inh	CHOP UPR activ	XBP1 UPR activ	Mdm2-MdmX inh	APJ ag	NALP3 yeast inh	tim10-1 inh	NR3A LBD binder
O=C(Nc1ccc(S(=O)(=O)Nc2nccs2)cc1)C1CC(=O)N(c2ccc(Cl)cc2)C1 (stereo unspecified)
→ 9	0	1.6	-5	40	1	17	-7	3
O=C(Cc1cccs1)N1CCN=C1SCc1ccccc1Cl
→ 22	6	-0.7	-1	12	0	-10	40*	-1

# 7 records picked at random from those above, as already listed:
# Fields: tim23-1 inh	TIM10 inh	CHOP UPR activ	XBP1 UPR activ	Mdm2-MdmX inh	APJ ag	NALP3 yeast inh	tim10-1 inh	NR3A LBD binder
Cc1ccc(C)c(OCC(=O)Nc2ccc(S(=O)(=O)Nc3ccccn3)cc2)c1C
→ 9	1	-1.0	-5	14	-3	-7	-12	-4
O=C(c1ccccc1[N+](=O)[O-])N1CCC(Cc2ccccc2)CC1
→ 27	3	-1.7	-1	20	2	8	3	-5
CC12CCC(C(=O)NCCCN3CCOCC3)(C(Br)C1=O)C2(C)C (stereo unspecified)
→ 95*	-7	1.2	-1	-8	-3	7	-8	-2
Cc1ccc(-c2nnn(CC(=O)N(c3ccc(F)cc3)C(C(=O)NC3CCCC3)c3ccncc3)n2)o1 (stereo unspecified)
→ -34	-28	0.4	4	17	-1	-9	-33	-6
COc1cccc(NC(=O)c2cc(S(=O)(=O)N3CCc4ccccc43)cn2C)c1
→ 16	-5	-0.1	-3	32	-1	7	3	2
CC(=O)c1ccc(OCc2cc(C(=O)NC3CCCCC3)no2)cc1
→ 8	2	5.3	-6	-34	-5	13	-4	-2
CC1CCCC(C)N1C(=O)CN1C(=O)C(C)(C)Oc2ccc(C(=O)NC3CCCCC3)cc21 (stereo unspecified)
→ 12	10	-2.7	1	-8	0	-6	12	3
